High-throughput results: PubChem, National Center for Advancing Translational Sciences (NCATS)
POLK inh: DNA polymerase kappa (human) inhibition; Q9UBT6; purified Pol kappa, fluorescent DNA synthesis assay, 10 min; Potency, µM (top dose mostly 107 µM), for inactives: at the top dose activity, negative = inhibition, most hits filed as inhibitors; 400,000 compounds, 0.53% hits; AID 588579; also: potency is read from the fitted curve at half-maximal effect; % is scaled to controls: 0 for no effect and ±100 for the full control effect
Target sequence (Q9UBT6 whole entry, looked up): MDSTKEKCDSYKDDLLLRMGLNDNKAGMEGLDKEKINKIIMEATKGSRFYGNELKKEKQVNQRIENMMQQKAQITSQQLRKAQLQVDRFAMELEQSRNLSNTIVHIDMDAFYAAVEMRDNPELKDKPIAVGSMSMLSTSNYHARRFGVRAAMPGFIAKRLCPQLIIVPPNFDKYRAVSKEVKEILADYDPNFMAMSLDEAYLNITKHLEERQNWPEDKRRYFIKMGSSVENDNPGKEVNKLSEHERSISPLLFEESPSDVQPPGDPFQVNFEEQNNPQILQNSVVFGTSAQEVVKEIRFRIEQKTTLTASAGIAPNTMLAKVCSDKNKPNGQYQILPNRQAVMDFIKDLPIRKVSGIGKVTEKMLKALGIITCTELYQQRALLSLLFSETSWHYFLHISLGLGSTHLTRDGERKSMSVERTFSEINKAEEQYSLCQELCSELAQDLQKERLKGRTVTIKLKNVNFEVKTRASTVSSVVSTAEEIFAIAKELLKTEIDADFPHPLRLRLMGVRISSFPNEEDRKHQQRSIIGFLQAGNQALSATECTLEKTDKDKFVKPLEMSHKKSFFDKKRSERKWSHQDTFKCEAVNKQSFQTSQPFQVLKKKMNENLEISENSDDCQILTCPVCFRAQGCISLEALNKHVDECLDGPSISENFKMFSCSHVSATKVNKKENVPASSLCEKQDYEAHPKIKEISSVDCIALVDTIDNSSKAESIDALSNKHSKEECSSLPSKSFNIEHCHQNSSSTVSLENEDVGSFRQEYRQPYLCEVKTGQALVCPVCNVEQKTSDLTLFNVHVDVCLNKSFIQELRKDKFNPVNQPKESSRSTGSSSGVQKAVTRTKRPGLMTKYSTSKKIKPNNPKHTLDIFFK
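First, compounds were pin-transferred onto 10 nM Pol kappa. After 15 min at room temperature, substrate was added to 50 nM final. Fluorescence was then measured kinetically at 0 and 10 min.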
Anesthetic bind: binds horse apoferritin like a general anesthetic; Potency, µM (doses to about 77.5 µM), inactives show at the top dose activity change, negative = displacement, usual class: inhibitors; P02791; 350,000 compounds, 0.074% hits; apoferritin/1-aminoanthracene competitive binding, fluorescence; also: potency is read from the fitted curve at half-maximal effect; % is scaled to controls: 0 for no effect and ±100 for the full control effect; nearly all actives have a fitted effect of over 20% in size
Target sequence (P02791 2-175 limits assumed): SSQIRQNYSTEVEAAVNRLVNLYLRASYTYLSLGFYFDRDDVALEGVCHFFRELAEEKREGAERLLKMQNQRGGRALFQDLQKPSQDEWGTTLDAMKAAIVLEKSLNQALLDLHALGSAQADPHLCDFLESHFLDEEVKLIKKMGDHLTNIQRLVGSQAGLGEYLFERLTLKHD
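Probe: 1-aminoanthracene (50% saturated, PBS). Protein: horse-spleen apoferritin, 10 uM. Incubation: 10 min, room temperature. Detection: 380 nm excitation, 535 nm emission. Analysis: normalized response, four-parameter Hill.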
APE1 inh: blocks human APE1 abasic DNA cleavage | 350,000 compounds, 0.35% hits | Potency, µM (series often up to 65.8 µM), for inactives: top-dose activity change, negative = inhibition, most hits filed as inhibitors | recombinant APE1, TAMRA/BHQ-2 abasic DNA cleavage fluorescence | AID 2517 | P27695;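 also: potency is read from the fitted curve at half-maximal effect; plate controls were vehicle for no effect and reference inhibitor for full effect; nearly all actives have a fitted effect of over 55% in size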
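Activity was derived from the fluorescence gain between first and third kinetic reads (60 s intervals, ex 525/em 598 nm) after 50 nM THF-abasic TAMRA/BHQ-2 duplex was added to 0.75 nM APE1 preincubated 15 min with compound.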
Pol iota inh: blocks human DNA polymerase iota activity. 390,000 compounds, 1% hits. Pol iota fluorescent replication assay, 10 min. AID 588590. Potency, µM (doses to about 115 µM), for inactives: at the highest dose activity, negative = inhibition, usual class: inhibitors. Q9UNA4; also: potency is read from the fitted curve at half-maximal effect
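Fluorescent replication assay read twice, at 0 min and 10 min after adding 50 nM (final) substrate. Enzyme (10 nM) and compounds were first incubated 15 min at room temperature; enzyme-free buffer wells were negative controls.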
Glioma ERSR ind: inducers of ER stress response in human glioma cells; U87-MG GRP78 promoter luciferase reporter, 16 h; 420,000 compounds, 0.02% hits; Potency, µM, inactives show at the highest dose activation, actives largely listed as activators; also: potency is read from the fitted curve at half-maximal effect; series mostly up to about 76 µM; % of control where 0% means no effect; nearly all actives have a fitted effect of over 35% in size
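ERSR induction read as luciferase luminescence (Bright-Glo, 10 min at room temperature) in stably transfected human U87-MG glioma cells exposed to compounds for 16 h, using GRP78 as sensor.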
POLH inh: DNA polymerase eta (human) inhibition; Q9Y253; recombinant Pol eta, fluorescent DNA replication assay; Potency, µM (titrated, usually from 114 µM), without a hit: at the highest dose activity change, negative = inhibition, actives largely listed as inhibitors; 390,000 compounds, 1.2% hits; also: potency is read from the fitted curve at half-maximal effect; % is scaled to controls: 0 for no effect and ±100 for the full control effect
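Fluorescent replication assay: 50 nM final substrate added after a 15 min room-temperature compound preincubation with 10 nM enzyme. Signal taken at 0 min and again at 10 min.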
Pol beta inh: blocks human DNA polymerase beta activity; P06746; Pol beta primer extension/strand displacement, fluorescence kinetic; Potency, µM (highest dose often 114 µM), for inactives: top-dose activity change, negative = inhibition, hits mostly inhibitors; 340,000 compounds, 1.3% hits; AID 485314; also: potency is read from the fitted curve at half-maximal effect; % is scaled to controls: 0 for no effect and ±100 for the full control effect
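Kinetic readout of DNA synthesis with strand displacement by Pol beta. Compound and 10 nM enzyme sit 15 min at room temperature; 50 nM substrate starts the reaction, read immediately and at 10 min.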
BLM inh: Bloom syndrome helicase (human) inhibition; Potency, µM (series often up to 56.1 µM), for inactives: at the top dose activity change, negative = inhibition, usual class: inhibitors; AID 2528; P54132; 350,000 compounds, 0.2% hits; recombinant BLM DNA unwinding, fluorescence dequenching;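 also: potency is read from the fitted curve at half-maximal effect; plate controls were vehicle for no effect and no enzyme for full effect; nearly all actives have a fitted effect of over 35% in size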
LDHA block: blocks human lactate dehydrogenase A; P00338; purified LDHA, NADH/diaphorase-resazurin fluorescence; active compounds read low; activity change, % (values are at about 110 or 230 µM); 480,000 compounds, 0.15% hits; in the data active = activity change below about -30%; inconclusive = mostly about -25% to -30%;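 also: plate controls were DMSO wells for no effect and wells without enzyme for full effect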
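Resorufin fluorescence (ex540/em590), read at 0 and 20 min after diaphorase/resazurin addition, reports the NADH left after a 5 min room-temperature reaction of 2 nM human LDH5 with 0.06 mM NADH and 0.2 mM pyruvate.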
Starred values were filed as active, the others as inactive; ? = inconclusive; . = no result given; & = joins results of further samples; [ ] = dose if it differs, or a comment. Unless noted, calls follow the shape of the dose curve; as a rule, active = well fitted curve in the direction sought with a large enough effect; inconclusive = small, poorly fitted or top-dose-only effect, or another doubt; inactive = no such curve, though single readings can be large; an effect the other way counts as inactive or inconclusive.

| smiles | BLM inh | Glioma ERSR ind | Anesthetic bind | Pol iota inh | APE1 inh | POLK inh | LDHA block | POLH inh | Pol beta inh |
| --- | --- | --- | --- | --- | --- | --- | --- | --- | --- |
| CCN(C(=O)CSc1nc2ccccc2nc1Cc1ccc(F)cc1)c1cccc(C)c1 | -8% | 0% | -4% | 6% | . | -6%[60.1 µM] | 1 | -22% | -27% |
| O=C(Cn1cc(SCc2ccc(Cl)cc2)c2ccccc21)N1CCOCC1 | -11%&-6% | 0%&5% | 3%&9% | 8%&-5% | -7% | -20%&-8% | -2&-2 | -18%&-17% | ? |
| Cc1cc(NC(=O)Nc2cccc3ccccc23)no1 | -2%&-7% | -1% | -17%&-15% | 11% | -6%&-5% | -7% | -4 | -16% | -1%&3% |
| COc1cc(C(=O)Sc2ccc(C)cc2)cc(OC)c1OC | -2% | 7% | -20% | -6% | 1% | -12% | -2 | -4% | 1% |
| CCOC(Cn1c(SCc2cc(C(C)=O)ccc2OC)nc2ccccc2c1=O)OCC | 1% | -5% | 10% | 7% | 1% | -22% | -3 | -6% | 6%[57.1 µM] |
| NC(=O)CCn1c(C(=O)c2cccc([N+](=O)[O-])c2)c2ccccc2[n+]1[O-] | 0% | -6% | -9% | 29% | 13% | 6% | 0 | -6% | -1% |
| O=C1CC2CS(=O)(=O)CC2N1c1ccc(Cl)cc1Cl (stereo unspecified) | 1% | 0% | -5% | 43%[activator] | -2% | -14% | -1 | -12% | -9% |
| Cc1cccc(CSc2nnc(-c3cccs3)n2Cc2ccco2)c1 | -6% | 0% | 90%[activator] | 5% | 1% | -12% | -1 | -3% | -1% |
| CC(=O)S[C@@H]1CC2=CC(=O)CC[C@]2(C)[C@H]2CC[C@@]3(C)[C@@H](CC[C@@]34CCC(=O)O4)[C@H]12 | . | 2% | . | 1% | . | -28% | -8 | -4% | . |
| COC(=O)C1C(=O)c2c(n[nH]c2C)CC1(C)C (stereo unspecified) | 1% | -1% | 0% | -5% | 0% | -4% | 1 | -8% | -7% |
| c1ccc2c(C(c3c[nH]c4ccccc34)c3c[nH]c4ccccc34)c[nH]c2c1 | . | -10% | . | 31%[activator] | . | 2% | 2 | . | . |
| C/C(=N\c1nc2ccccc2n1C)c1cc(Cl)ccc1O | 1% | -4% | -8% | 1% | -1% | -8% | -5 | -7% | 13% |
| Cc1ccc(S(=O)(=O)N2CCOCC2)cc1NC(=O)CSc1nnc(COc2ccccc2F)n1N | . | -3% | . | 21% | . | -6% | -6 | -11% | . |
| Cc1ccc(CN(c2ccc(C(=O)N3CCCC3)cc2)S(C)(=O)=O)cc1 | -2% | 1% | -8% | 7% | -1% | -3% | -1 | -15% | 7% |
| CC(C)[C@H](NC(=O)[C@@H]1Cc2ccccc2CN1)C(=O)NC1CCCCC1 | -1% | 0% | -2% | 26% | 49%[activator] | -3% | -1 | -1% | 0% |
| CC1(C)CC(=O)C2=C(C1)OC1=C(C(=O)CC(C)(C)C1)C2c1ccc(O)cc1O | -3% | -12% | 11% | -21% | -3% | -6% | 3 | -5% | -3% |
| O=C(CNC(=O)c1cc(S(=O)(=O)N2CCCCC2)ccc1N1CCOCC1)Nc1ccc(F)c(F)c1 | . | -3% | . | 24% | -19% | -18% | -5 | -16% | . |
| Cc1ccccc1-n1c(SCC(=O)N/N=C/C=C/c2ccccc2[N+](=O)[O-])nc2ccccc2c1=O | -4% | -9% | 5% | -3% | -9% | 8% | 1 | -20% | -10% |
| O=C(CCNC(=O)c1ccc(Br)cc1)Nc1cc(Cl)ccc1-n1cncn1 | . | -1% | . | 2% | 8% | -2% | 3 | -15% | . |
| COc1ccc(NC(=O)CSc2nnc(-c3ccoc3C)n2CCc2ccccc2)cc1 | -2% | -3% | -22% | 9% | -5% | -18% | 0 | -9% | -2% |
| CCCNC(=O)/C(C#N)=C1\N=C(NC(=O)c2cccs2)c2ccccc21 | 0% | 4% | 0% | ? | 19% | 1% | -5 | -8% | 29% |
| COc1ccc(N2CCN(C(=O)CN3C(=O)CSc4c3c(C)nn4-c3ccccc3)CC2)cc1 | 1% | -2% | -2% | -12% | . | 0% | 2 | -14% | -8% |
| CC(C)(C)NS(=O)(=O)c1ccc(-c2csnn2)s1 | -5% | -4% | -5% | -2% | 1% | 6% | -2 | -8% | -1% |
| Cc1ccc(NC(=O)CSCC(=O)Nc2ccc(N3CCOCC3)c(Cl)c2)cc1 | -2% | 3% | ? | -3% | -2% | -14% | 2 | -19% | 1% |
| CCn1c(CN2CCCCC2)nc2cc(NC(=O)c3cc(OC)c(OC)c(OC)c3)ccc21 | 2% | -1% | -7% | 39%[activator] | . | -8% | 3 | -18% | -23% |
| COc1ccc(-c2nc3ccccn3c2C=O)cc1 | -15% | -2% | -6% | 18% | 18% | 1% | -3 | -7% | 21% |
| Cc1ccc2nc(SCC(=O)Nc3cccc([N+](=O)[O-])c3)[nH]c2c1 | -7% | -2% | ? | -7%[58.9 µM] | -5% | -7% | 6 | -22% | 4% |
| O=C(c1cc2ccccc2o1)N1CCN(Cc2ccc3c(c2)OCO3)CC1 | 0% | 5% | -19% | 1% | 45% | -18% | -5 | -4% | -26% |
| Cc1ccc2c(c1)C(c1ccc(O)cc1)(c1ccc(O)cc1)C(=O)N2C | -9% | -7% | -3% | 27% | 10% | -7% | -9 | -6% | 23% |
| COC(=O)C(Cc1c[nH]c2ccccc12)NC(=O)C(=O)c1c[nH]c2ccccc12 (stereo unspecified) | -8% | -5% | -19% | 15% | 6% | 1% | -2 | -15% | 4% |
| NC(=O)c1cccn1-c1ncc(C(F)(F)F)cc1Cl | 0% | -4% | -12% | -3% | -4% | -3% | -11 | 6% | 10% |
| COC(=O)c1cccc(N/C=C(\[N+](=O)[O-])S(=O)(=O)c2ccccc2)c1 | -7% | -6% | -4% | 115%[activator] | 28% | -9% | -3 | -9% | 8% |
| CC(C)(C)NC(=O)C1CCCN(S(=O)(=O)c2cccc3cccnc23)C1 (stereo unspecified) | -1% | 1% | -19% | 25% | 1% | 6% | -1 | -9% | 31% |
| CCOC(=O)C1=C(C)N=c2s/c(=C/c3ccc(OCC(=O)O)cc3)c(=O)n2C1c1ccc(F)cc1 (stereo unspecified) | -7% | -4% | -7% | 18µM* | -40% | -17% | -1 | ? | 56µM* |
| Cn1c(=O)c2c(ncn2C[C@@H](O)CO)n(C)c1=O | -3%[21.4 µM] | -5% | -7%[29.3 µM] | . | . | -10%[19.4 µM] | . | . | . |
| COC(=O)[C@@H](N)Cc1ccc(O)cc1 | 1% | . | 1% | . | -2% | . | . | . | -9% |
| O=C(COC(=O)Cc1n[nH]c(=O)c2ccccc12)NNC(=O)c1ccc(Cl)cc1 | . | -4% | . | 0% | 8% | 3% | -1 | ? | . |
| CCn1ncc(/C=C/C(=O)C2CC2)c1C | 2% | 0% | -4% | -9% | 1% | -7% | -1 | -14% | 31% |
| Cc1cc(=O)oc2cc(NC(=O)c3ccccc3OC(F)F)ccc12 | -9% | -3% | -6% | 154%[activator] | -20% | -7% | -5 | -7% | -6% |
| O=S(=O)(Nc1ccc(N2CCOCC2)cc1)c1ccc2ccccc2c1 | 3% | -1% | -12% | 52%[activator] | -8% | -10% | -3 | -4% | 14% |

A few values from the entries so far.
COC(=O)[C@@H](N)Cc1ccc(O)cc1 in Pol beta inh → -9%
CC(C)(C)NC(=O)C1CCCN(S(=O)(=O)c2cccc3cccnc23)C1 (stereo unspecified) in POLH inh → -9%

(more compounds)
| smiles | BLM inh | Glioma ERSR ind | Anesthetic bind | Pol iota inh | APE1 inh | POLK inh | LDHA block | POLH inh | Pol beta inh |
| --- | --- | --- | --- | --- | --- | --- | --- | --- | --- |
| CCCCN(C(=O)Cn1ncc(Cl)c(Cl)c1=O)c1c(N)n(CC(C)C)c(=O)[nH]c1=O | -18% | -17% | -5% | 16µM* | -5% | 71µM* | -3 | 28µM* | 22µM* |
| CCN(CC)c1ccc(NC(=O)CN2CCN(CC(=O)Nc3ccccc3F)CC2)cc1 | -1% | 0% | -10% | 8% | 3% | -8% | 4 | ? | -2% |
| O=C(NCc1cccnc1)c1cc(C(=O)C2CC2)c[nH]1 | -1% | 0% | 0% | 55%[activator] | 4% | -14% | -9 | -2% | 5% |
| O=C(Nc1ccc2c(c1)OCO2)c1ccncc1 | -1% | 2% | -10% | 21% | -5% | -3% | 0 | -4% | 19% |
| CC(O)CNc1nc(N)[nH]c(=O)c1N=Nc1ccccc1 (stereo unspecified) | . | -3% | . | ? | . | -30% | 2 | -23% | . |
| c1ccc(C2=NNC(=NC3CC3)SC2)cc1 | -2% | -10% | -24% | ? | 9% | -9%[60.1 µM] | -16 | -1% | 11% |
| CN(CC(=O)Nc1ccc(Br)cc1)S(=O)(=O)c1cccc2nsnc12 | -5% | -4% | 0% | 14% | . | -7% | -1 | -18% | 2% |
| Cc1ccc(C)c(OCCC(=O)OCC(=O)NC(=O)NC2CCCC2)c1 | . | -1% | . | -9% | 15% | -7% | 6 | -18% | . |
| COc1cccc(C2CC(c3ccc(C)cc3)=NN2C(=O)c2ccccc2F)c1OC (stereo unspecified) | -11% | 0% | -11% | 7% | -10% | -2% | -2 | -12% | 36% |
| O=C(CS(=O)(=O)c1cccc2nsnc12)N1CCN(c2cccc(Cl)c2)CC1 | -3% | -3% | ? | -4% | . | -1%[60.1 µM] | 1&4 | -11% | -20% |
| CCOc1ccc2nc(NC(=O)CSc3ccc(Cl)cc3)sc2c1 | -3% | -6% | -16% | 8% | -4% | -17% | -1 | -3% | -29% |
| O=C1c2cccc3cccc(c23)C(=O)N1c1ccccn1 | 2% | 0% | -7% | ? | -5% | 1% | -2 | -3% | 35% |
| CCOC(=O)C1=C(C)N=c2s/c(=C/c3ccc(OCC(=O)O)cc3)c(=O)n2C1c1ccc(OC)cc1OC (stereo unspecified) | ? | 0% | -11% | ? | ? | ? | -8 | 28µM* | -5% |
| CCOC(=O)N/N=C\c1ccc(OC/C=C/c2ccccc2)c(OC)c1 | -8% | 1% | -20% | 11% | -7% | -16% | 3 | -25% | -1% |
| Cc1cc(C)c(-c2cc(C)nc3ncnn23)c(C)c1 | -1% | -1% | -5% | 167%[activator] | 1% | -7% | -1 | -12% | -1% |

Not all compounds are listed; the hit share may differ from the screen's.
